GoLoco inh red: RGS12 GoLoco-Gai1 interaction inhibition. Gai1:RGS12 GoLoco peptide FP, rhodamine, 10 min. 230,000 tested, 0.44% active. Potency, µM (top dose mostly 61.6 µM), inactives show at the highest dose activity, negative = inhibition, usual class: inhibitors. AID 880; active = well fitted inhibition curve with a large enough effect, not every such curve was filed as active; inactive = no such curve, though single readings can be large or run the other way; note: nearly all actives have a fitted effect of over 30% in size; many of its hits are not listed in these tables
Target sequence (P63096 whole entry, looked up): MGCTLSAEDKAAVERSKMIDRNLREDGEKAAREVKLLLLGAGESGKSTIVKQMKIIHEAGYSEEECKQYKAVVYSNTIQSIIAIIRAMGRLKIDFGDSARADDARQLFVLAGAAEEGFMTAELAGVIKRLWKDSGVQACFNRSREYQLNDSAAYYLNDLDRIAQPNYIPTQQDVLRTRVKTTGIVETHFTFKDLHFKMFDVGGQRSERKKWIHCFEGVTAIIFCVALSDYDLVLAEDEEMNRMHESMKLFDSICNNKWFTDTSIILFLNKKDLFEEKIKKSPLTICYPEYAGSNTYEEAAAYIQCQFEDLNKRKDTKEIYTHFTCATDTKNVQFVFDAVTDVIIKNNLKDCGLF
aGlu spleen mod: lysosomal alpha-glucosidase (human) modulation | Potency, µM (titrated, usually from 79.9 µM), inactives show at the top dose activity change, negative = inhibition, actives largely listed as inhibitors | P10253 | AID 2112 | human spleen homogenate, 4-MU-alpha-glucoside fluorescence | 240,000 tested, 0.006% active;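 note: 0% = enzyme with vehicle and -100% = no enzyme basal signal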
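Human spleen homogenate (1 ug) incubated with compounds and 1 mM 4-methylumbelliferyl-alpha-D-glucopyranoside in pH 5.0 citrate/phosphate buffer, 37 C, 40 min. Stopped at pH 10; 4-MU fluorescence (Ex 365/Em 440 nm); AC50 by Hill fit.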
GAA inhib: blocks human lysosomal alpha-glucosidase; purified human GAA, 4-MU-alpha-glucoside fluorescence; Potency, µM (titrated, usually from 76.9 µM), for inactives: at the top dose activity change, negative = inhibition, most hits filed as inhibitors; 200,000 tested, 0.005% active; AID 1466; P10253;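 note: plate controls were uninhibited enzyme wells for no effect and no-enzyme background for full effect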
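Human alpha-glucosidase, 4 nM, pre-mixed with test compounds before 400 uM 4-methylumbelliferyl substrate; 20 min room temperature at pH 5.0. Fluorescence read after pH 10 stop; AC50 values from Hill-equation fits.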
TR SRC2 fluor cs: counter-screen for TRb-SRC2 inhibitors: fluorescence interference. TRb/SRC2 Texas Red total fluorescence interference. Potency, µM (highest dose often 106 µM), for inactives: at the top dose fluorescence change, negative = quenching. AID 1479. 280,000 tested, 0.29% active; active = well fitted curve in either direction with a large enough effect; inconclusive = small, poorly fitted or top-dose-only effect
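Human TRb ligand-binding domain at 0.6 uM with 20 nM Texas Red SRC2 peptide in Tris buffer containing 1 uM T3 and 5% DMSO, incubated with compound 5 h at ambient temperature. Total fluorescence (555/632 nm) calculated as parallel + 2 × perpendicular.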
RECQ1 inh: RECQ1 (human) helicase inhibition; P46063; RECQ1 DNA unwinding, red fluorescence kinetic read; Potency, µM (titrated, usually from 57.3 µM), for inactives: at the highest dose activity, negative = inhibition, usual class: inhibitors; 240,000 tested, 0.54% active;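 note: plate controls were vehicle for no effect and no enzyme for full effect; nearly all actives have a fitted effect of over 30% in size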
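RECQ1T1 50 nM; forked duplex (20 bp + 30-nt ss tails) 200 nM, ATP 2 mM final; pH 8.0, 2 mM MgCl2, 2.5 ug/ml poly(dI-dC); 15 min compound preincubation; discontinuous kinetic read over 2 h at RT.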
GAA glycogen mod: alters human alpha-glucosidase cleavage of glycogen | recombinant GAA, glycogen substrate, Amplex Red glucose oxidase fluorescence | P10253 | Potency, µM (series often up to 76.4 µM), without a hit: top-dose activity change, negative = inhibition, hits mostly inhibitors | 300,000 tested, 0.38% active | AID 2100;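 note: 0% = full enzyme reaction and -100% = no-enzyme basal signal; the screen sought inhibitors and activators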
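Natural-substrate format: glycogen cleavage by 4 nM human enzyme, glucose read by Amplex Red coupling (Ex 573, Em 610 nm). Normalized to enzyme and no-enzyme controls.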
L3MBTL1 inh: L3MBTL1 (human) inhibition; AlphaScreen L3MBTL1–H3K9me1 peptide binding; 230,000 tested, 0.66% active; Q9Y468; Potency, µM (doses to about 57.1 µM), for inactives: at the top dose activity, negative = inhibition, hits mostly inhibitors; note: nearly all actives have a fitted effect of over 60% in size
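First, the protein-peptide complex forms for 30 min at room temperature (L3MBTL1 50 nM, biotinylated H3K9me1 peptide 75 nM). Next, compounds are pin-transferred and incubated 30 min. Finally, AlphaScreen beads are added and read after 30 min.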
TRb SRC2 PPI: disrupts binding of human TR beta to SRC2; AID 1469; Potency, µM (highest dose often 106 µM), for the others: at the top dose activity change, negative = inhibition, most hits filed as inhibitors; 280,000 tested, 0.065% active; P10828; TRbeta-SRC2 peptide binding, fluorescence polarization; receptor liganded with 1 µM T3;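 note: plate controls were bound peptide for no effect and peptide without receptor for full effect; nearly all actives have a fitted effect of over 50% in size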
Target sequence (P10828 whole entry, looked up): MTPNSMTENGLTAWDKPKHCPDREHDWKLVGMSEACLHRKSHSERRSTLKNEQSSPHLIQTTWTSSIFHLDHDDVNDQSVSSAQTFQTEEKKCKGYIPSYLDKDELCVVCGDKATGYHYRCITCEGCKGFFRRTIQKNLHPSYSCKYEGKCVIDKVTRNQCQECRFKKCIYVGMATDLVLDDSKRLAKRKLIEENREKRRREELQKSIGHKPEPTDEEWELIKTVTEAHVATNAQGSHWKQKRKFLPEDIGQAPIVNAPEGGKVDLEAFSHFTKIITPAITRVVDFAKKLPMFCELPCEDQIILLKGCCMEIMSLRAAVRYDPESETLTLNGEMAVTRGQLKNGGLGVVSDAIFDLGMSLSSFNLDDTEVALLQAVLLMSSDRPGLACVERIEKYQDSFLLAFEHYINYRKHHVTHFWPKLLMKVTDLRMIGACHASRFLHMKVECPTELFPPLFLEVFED
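Compounds were added to 0.6 uM TRb ligand-binding domain and 20 nM Texas Red-labeled SRC2 peptide in Tris buffer containing 1 uM T3, incubated 5 hr at ambient temperature, then read by fluorescence polarization.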
* = called active by the depositor; i = inactive; ? = inconclusive; · = not tested or not shown; & = joins results of further samples; [ ] = another dose, or the depositor's remark. Unless noted, calls come from the whole dose curve; as a rule, active = well fitted curve in the direction sought with a large enough effect; inconclusive = small, poorly fitted or top-dose-only effect, or another doubt; inactive = no such curve, though single readings can be large; an effect the other way counts as inactive or inconclusive. Unless noted, % is set by controls: 0 for no effect and ±100 for the full control effect; potency is the fitted concentration of half-maximal effect. This is a subset; count on the stated rates, not on these rows.

SMILES	GoLoco inh red	aGlu spleen mod	GAA inhib	TR SRC2 fluor cs	RECQ1 inh	GAA glycogen mod	L3MBTL1 inh	TRb SRC2 PPI
Cc1ccc(Oc2cc(NC(=O)CCCn3nc(C)c([N+](=O)[O-])c3C)cc([N+](=O)[O-])c2)cc1	5%	-7%	5%	-2%	-8%	-7%	-15%	-1%
CCn1cc(C(=O)NC2CCCCC2)c(=O)c2ccc(C)nc21	-9%	-4%	-1%	-2%	-9%	3%	·	2%
C=CCNC(=S)NNC(=O)C(CCCC)CC(O)COCC(C)C (stereo unspecified)	-8%	0%	2%	-4%	i	-1%	11%	3%
O=[N+]([O-])c1ccc(Cl)cc1Sc1cccc2cccnc12	5%	-4%	3%	0%	-8%	2%	-11%	-8%
Cc1nc(CN2CCN(C(=O)c3ccc(C(C)(C)C)cc3)CC2)cs1	-7%	-7%	-13%	-3%	-2%	3%	·	5%
Cc1nc2nc[nH]n2c(=O)c1NC(=O)CC12CC3CC(CC(C3)C1)C2	-4%&-6%	3%&-7%	?	-1%&1%	2%&-4%	1%&6%	4%	0%&-1%
Cc1ccc2cc(C)c3nnc(SCc4ccc(C(=O)O)cc4)n3c2c1C	5%	5%	·	0%	-10%	3%	·	-1%
Cc1ccc(S(=O)(=O)Nc2cc(-c3ccc(Cl)cc3)nn2C)cc1	-4%	2%	-1%	-1%	-5%	-3%	-3%	0%
CN(C)c1cc[n+](Cc2ccccc2)cc1	6%	-1%	5%	-8%	i	-3%	2%	0%
Cc1ccc(Nc2nnc(-c3ccccc3N)o2)cc1C	7%	?	·	-1%	-1%	0%	·	3%
Cc1nc2nc3c(c(=O)n2[nH]1)CCC3	0%	-5%	-9%	-5%	2%	0%	·	1%
CC(C)/C=C1\CCc2c([nH]c3ccccc23)C1=O	9%	-3%	-3%	-3%	i	-6%	-2%	-1%
COc1ccc(C2C(C(=O)Nc3ccccc3)=C(C)N=C3SCC(=O)N32)cc1 (stereo unspecified)	-5%	1%	3%	-1%	-2%	1%	10%	0%
COc1ccccc1NC(=S)NC(=O)/C=C/c1ccco1	14%	-4%	4%	-3%[53 µM]	?	-6%	-20%	-9%[53 µM]
COC(=O)CSc1nnc(-c2ccc(OC)cc2OC)o1	-45%	-1%	-11%	-3%	i	3%	1%	-5%
COc1ccccc1N1CCN(C(=O)CCC(=O)O)CC1	15%	-1%	4%	-1%[53 µM]	i	-2%	14%	-10%[53 µM]
CC1C/C(=N/O)C(C)CN1 (stereo unspecified)	9%	6%	-8%	0%	i	-5%	·	-1%
CC1Cc2nc(SCC(=O)Nc3ccc4c(c3)OCCO4)n(C)c(=O)c2S1 (stereo unspecified)	-1%	8%	-11%	-9%	-3%	-3%	-3%	-5%
CCOC(=O)c1c(C)c(C)n(Cc2ccc(OC)c(OC)c2)c1C	0%	-3%	-12%	-1%	-2%	3%	-16%	-6%
COc1ccc(-c2[nH]c(-c3ccc4c(c3)OCO4)nc2-c2ccccc2)cc1	-7%	-4%	-8%	-3%	-8%	-12%	-23%	6%
COCC(=O)N1CCN(c2cccc(Cl)c2)CC1	-8%	6%	11%	-4%	i	-19%	-16%	-6%
COC(=O)C(Cc1ccccc1)NS(=O)(=O)c1cc(Br)ccc1Br (stereo unspecified)	·	4%	·	0%	-4%	·	·	-6%
O=C(NNc1ccccc1Br)C(=O)n1ccc2ccccc21	-1%	3%	-1%	-7%	-5%	?	3%	-1%
Cc1ccn2c(-c3csc(NCc4ccccc4)n3)c(C)nc2c1	0%	-1%	-8%	-6%	2%	?	-3%	5%
CCOC(=O)c1cn(CC#N)c2cc(F)c(F)cc2c1=O	5%	7%	10%	-2%	i	20%	2%	-2%
O=C(NC1CCCCC1)C1CC(O)CN1C(=O)OCc1ccccc1 (stereo unspecified)	1%	-3%	-1%	0%	4%	2%	9%	0%
O=C(NC(c1ccccc1)c1ccccc1)C1CCCN(S(=O)(=O)c2cnc[nH]2)C1 (stereo unspecified)	0%	1%	-6%	-1%	-4%	-3%	·	-9%
O=C(Cn1c(=O)n(CCCCC(=O)NC2CCCC2)c(=O)c2ccccc21)NCCC1=CCCCC1	9%	-4%	-1%	0%	3%	8%	-3%	4%
CCC(CC)c1nnc(NC(=O)c2c(C)nn(Cc3ccccc3Cl)c2C)s1	2%	-4%	?	0%	-15%	-17%	-2%	1%
Cc1cc(C)cc(CC2CC(=O)N(c3ccc4c(c3)OCCO4)C2=O)c1 (stereo unspecified)	2%	-2%	-2%	-5%	2%	-7%	·	-5%
O=C1/C(=C/c2ccncc2)CCc2ccccc21	0%	6%	·	0%	-18%	0%	·	3%
Cc1ccccc1S(=O)(=O)Cc1ccc(C(=O)N2CCN(C3CCCCC3)CC2)o1	6%	1%	-7%	-2%	3%	2%	34%[activator]	7%
CC1CCCCN1c1cc(C#N)c(C#N)cc1[N+](=O)[O-] (stereo unspecified)	-1%	3%	0%	-6%	i	1%	-11%	-10%
O=C1CC(c2ccc(Cl)cc2)SC(N(c2ccccc2)c2ccccc2)=N1 (stereo unspecified)	-3%	0%	-5%	0%[53 µM]	-11%	-4%	-8%	-7%[53 µM]
Cc1ccc(N2C(=O)c3cccc4c(Oc5ccccc5[N+](=O)[O-])ccc(c34)C2=O)c(C)c1	-2%	1%	-1%	0%	-11%	-2%	-11%	-3%
N/C(=N\N=C\c1ccc([N+](=O)[O-])cc1)c1nonc1N	5%	2%	·	-1%	-2%	8%	·	6%
Cc1cc(C)nc(NC(=O)c2cc([N+](=O)[O-])cc([N+](=O)[O-])c2)n1	2%	-3%	-8%	-4%	-13%	1%	11%	-7%
O=[N+]([O-])c1ccccc1N/N=C/c1ccc2c(c1)OCO2	10%	0%	8%	1%	21%	10%	-24%	-2%
CC[C@H](C)[C@H](NC(=O)[C@H](Cc1cnc[nH]1)NC(=O)[C@@H](N)CCC(=O)O)C(=O)N1CCC[C@H]1C(=O)N[C@@H](C)C(=O)O	·	4%	·	8%	-4%	·	·	0%
Cc1cc(C)c2c(=O)n(CC(=O)NCCCN3CCOCC3)sc2n1	32µM*	-6%	-3%	3%	-9%	-3%	6%	-4%
O=C(Nc1cccc(Cl)c1)OCc1cnc(Cl)s1	3%	-1%	3%	-2%	-20%	-2%	·	-1%
O=C(NC(=S)NCC1COc2ccccc2O1)c1ccccc1 (stereo unspecified)	2%	-6%	-8%	-1%	-8%	-3%	-20%	-3%
COc1cc(O)c2c(=O)c(O)c(-c3ccc(O)c(O)c3)oc2c1	-6%	0%&-11%	·	50µM*[quencher]	?	·	·	8%&-5%
Cc1nc(-n2[nH]c3c(c2=O)CCCC3)[nH]c(=O)c1Cc1ccccc1	180%[activator]	2%	7%	0%	6%	-17%	?	3%
CCCCNCCOCCOc1ccc(C)cc1Br	-7%	-11%	-5%	2%	-7%	-3%	9%	-1%
CCOC(=O)c1[nH]c(C)c(/C(O)=C2\C(=O)C(=O)N(CCN(C)C)C2c2cccc(OC)c2OC)c1C (stereo unspecified)	-2%	-5%	-1%	-4%	i	-12%	-3%	1%
c1cncc(-c2nnc(C3CCCCC3)o2)c1	11%	-2%	-4%	-2%	-7%	8%	4%	-4%
Cc1nc(CSc2nnc3scc(-c4ccc(Cl)cc4)n23)cs1	-8%	-6%	-5%	-2%	1%	-6%	-8%	5%
O=C(CCN1c2ccccc2Sc2ccccc21)OCc1nnc(-c2ccccc2)o1	2%	-10%	-8%	-1%	-14%	-5%	-1%	-7%
CC1CC(C)CN(C2CCN(Cc3cccnc3)CC2)C1 (stereo unspecified)	0%	8%	-2%	-3%	-20%	6%	·	2%
CC(C)(Oc1ccc(Cl)cc1)C(=O)NCc1ccco1	6%	-5%	-4%	-3%	i	0%	·	-8%
Clc1ccccc1-c1nnc2sc(-c3ccco3)nn12	13%	5%	0%	-1%	-5%	-6%	5%	1%
CCN(CC)CC(O)Cn1c2ccccc2c2ccccc21 (stereo unspecified)	2%	-2%	-3%	2%	i	2%	·	-2%
CC[C@H](C)[C@H](NC(=O)[C@@H](N)CCC(=O)O)C(=O)N[C@@H](CC(C)C)C(=O)N[C@@H](CC(=O)O)C(=O)N[C@H](C(=O)N1CCC[C@H]1C(=O)N[C@@H](CO)C(=O)N[C@H](C(=O)O)[C@@H](C)O)C(C)C	·	5%	·	2%	-7%	·	·	4%
O=c1o[nH]c(-c2ccccc2)c1C1=NCCCCC1	4%	3%	-8%	1%	-8%	15%	5%	-9%
Cn1cc(P(=S)(N2CCOCC2)N2CCOCC2)cc1P(=O)(N1CCOCC1)N1CCOCC1	-3%	-5%	5%	0%	-7%	6%	5%	6%
COCc1cc(C)nc2sc3c(=O)n(Cc4ccco4)nnc3c12	1%	-7%	-2%	-1%	?	-4%	·	-17%
CC1CCCC(NC(=O)CCNS(=O)(=O)c2ccc(Br)cc2)C1C (stereo unspecified)	-10%	-3%	1%	-1%	i	-16%	·	-3%

Some of the entries so far, field by field:
structure: O=C(CCN1c2ccccc2Sc2ccccc21)OCc1nnc(-c2ccccc2)o1
  GoLoco inh red: 2% | aGlu spleen mod: -10% | GAA inhib: -8% | TR SRC2 fluor cs: -1% | RECQ1 inh: -14% | GAA glycogen mod: -5% | L3MBTL1 inh: -1% | TRb SRC2 PPI: -7%

structure: CC1CC(C)CN(C2CCN(Cc3cccnc3)CC2)C1 (stereo unspecified)
  GoLoco inh red: 0% | aGlu spleen mod: 8% | GAA inhib: -2% | TR SRC2 fluor cs: -3% | RECQ1 inh: -20% | GAA glycogen mod: 6% | L3MBTL1 inh: · | TRb SRC2 PPI: 2%

structure: CC(C)(Oc1ccc(Cl)cc1)C(=O)NCc1ccco1
  GoLoco inh red: 6% | aGlu spleen mod: -5% | GAA inhib: -4% | TR SRC2 fluor cs: -3% | RECQ1 inh: i | GAA glycogen mod: 0% | L3MBTL1 inh: · | TRb SRC2 PPI: -8%

structure: Clc1ccccc1-c1nnc2sc(-c3ccco3)nn12
  GoLoco inh red: 13% | aGlu spleen mod: 5% | GAA inhib: 0% | TR SRC2 fluor cs: -1% | RECQ1 inh: -5% | GAA glycogen mod: -6% | L3MBTL1 inh: 5% | TRb SRC2 PPI: 1%

Screening results as filed in PubChem BioAssay.
